M4 PAM – potentiates acetylcholine response at human M4 receptor. P08173. CHO-K1 hM4/Gqi5, Fluo-8 calcium fluorescence, ACh EC20; 0% = ACh EC20, 100% = maximal ACh. activation, % at 3 µM. 0.4% of 360,000 active;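 active means activation above its plate's cutoff, the mean activation of sample wells plus 3 SD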; further: some results filed as inactive read as strong as hits
TAAR1 antag – antagonists of human TAAR1. inhibition, % at 3 µM. CHO RD-HGA16 TAAR1, Fluo-8 calcium fluorescence, antagonist. 1.5% of 360,000 active. AID 624466. Q96RJ0;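 active means inhibition above a per-plate cutoff, the mean inhibition of test compounds on that plate plus 3 SD, cut at about 49% in these data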;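 further: 0% = DMSO plus EC80 beta-PEA response and 100% = DMSO alone without agonist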
Target sequence (Q96RJ0 whole entry, looked up): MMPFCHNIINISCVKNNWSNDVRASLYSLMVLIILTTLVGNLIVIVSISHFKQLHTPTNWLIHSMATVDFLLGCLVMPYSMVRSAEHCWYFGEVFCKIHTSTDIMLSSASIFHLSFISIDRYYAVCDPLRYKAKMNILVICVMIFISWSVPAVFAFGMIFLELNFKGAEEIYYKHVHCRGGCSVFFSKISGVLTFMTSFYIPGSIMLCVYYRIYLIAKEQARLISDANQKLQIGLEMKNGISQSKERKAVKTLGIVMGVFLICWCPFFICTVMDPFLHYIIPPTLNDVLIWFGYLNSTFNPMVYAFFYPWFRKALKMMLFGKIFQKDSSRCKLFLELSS
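Test system: CHO RD-HGA16 cells bearing hTAAR1 | Reagent: β-PEA, EC80 | Compound dosing: 3 µM, single point | Schedule: Dye loading 75 min at 37 °C, then 30 min room temperature | Signal: Calcium fluorescence with Fluo-8 | Evaluation: Percent inhibition of PEA-evoked calcium signal, max/basal emission ratio | Control set: DMSO-only wells and EC80 β-PEA-stimulated wells | Repeats: Singlicate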
CRFBP-R2 block – blocks CRF-induced signaling of the CRF-BP/CRF-R2 complex; AID 588475; inhibition, % at 11.8 µM; 0.59% of 350,000 active; HEK293 CRF-R2/CRF-BP, CRF-induced calcium fluorescence;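 active means inhibition of the ligand-induced calcium signal above about 50% at the single tested concentration, limit read from the data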
CHO-K1 Ca PAM – nonselective activator or artifact in parental CHO-K1 calcium assay. ATP EC20, Fluo-8 calcium fluorescence; 0% at ATP EC20, 100% at ATP max. activation, % at 3 µM. AID 602247. 0.02% of 360,000 active;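 active means activation above the run cutoff, the mean activation of all test compounds plus 3 SD, cut at about 40% in these data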;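 further: peak over basal fluorescence ratio in a 140 s read after ATP addition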
M5 ag – CHRM5 agonism in calcium assay; P08912; CHO-K1 hM5 cells, Fluo-8 calcium fluorescence; 0% DMSO wells, 100% maximal acetylcholine response; activation, % at 3 µM; 0.19% of 360,000 active; AID 624037;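 active means activation above the run's mean over test compounds plus 3 SD, cut at about 23% in these data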;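 further: signal is peak over basal fluorescence ratio across the kinetic read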
Target sequence (P08912 whole entry, looked up): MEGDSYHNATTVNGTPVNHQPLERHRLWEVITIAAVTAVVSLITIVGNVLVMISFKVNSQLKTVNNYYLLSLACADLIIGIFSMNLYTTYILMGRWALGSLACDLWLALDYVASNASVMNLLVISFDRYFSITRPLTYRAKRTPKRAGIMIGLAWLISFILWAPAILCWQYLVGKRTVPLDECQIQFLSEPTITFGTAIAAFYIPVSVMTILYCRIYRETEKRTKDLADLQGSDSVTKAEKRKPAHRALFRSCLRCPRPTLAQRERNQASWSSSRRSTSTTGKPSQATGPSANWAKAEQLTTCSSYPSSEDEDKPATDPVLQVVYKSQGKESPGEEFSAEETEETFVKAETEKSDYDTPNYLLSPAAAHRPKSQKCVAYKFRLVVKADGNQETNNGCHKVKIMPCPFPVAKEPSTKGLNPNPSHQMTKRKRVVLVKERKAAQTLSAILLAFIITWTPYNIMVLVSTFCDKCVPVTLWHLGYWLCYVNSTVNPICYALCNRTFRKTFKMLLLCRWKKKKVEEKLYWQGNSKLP
TAAR1 agonist – agonists of human TAAR1. activation, % at 3 µM. CHO RD-HGA16 TAAR1, Fluo-8 calcium fluorescence; vehicle wells 0%, saturating PEA agonist 100%. AID 624467. 0.99% of 360,000 active;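 active means activation above the mean activation of all test compounds in the run plus 3 SD, cut at about 38% in these data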
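System: CHO-derived RD-HGA16 cells with stable Gα16 and human TAAR1. Times: 17-24 h plating, Fluo-8 75 min 37 °C, 30 min RT. Measured by: calcium-sensitive Fluo-8 signal, excitation 470-495, emission 515-575 nm. Read-out basis: % activation relative to PEA EC100 response. Control set: DMSO and PEA EC100. Repeats: no replicates (n 1).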
CHRM5 PAM – potentiates acetylcholine response at human M5 receptor | CHO-K1 hM5, Fluo-8 calcium, ACh EC20 PAM; 0% = ACh EC20, 100% = ACh EC100 | activation, % at 3 µM | 0.3% of 360,000 active | AID 624038;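 active means activation above the run cutoff, the mean activation of all test compounds plus 3 SD, cut at about 18% in these data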
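Test system: CHO-K1 hM5 cells / Doses: single-point, 3 µM nominal / Times: Post-acetylcholine fluorescence recording 140 s / Technique: Fluo-8 calcium fluorescence / Measure: Max/basal fluorescence ratio as % of EC20–EC100 ACh window / Benchmarks: low control EC20 acetylcholine (0%), high control EC100 acetylcholine (100%) / Replicates: one well per compound, no replicates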
CRFR2-BP ag – agonists of human CRF-binding protein/CRF-R2 receptor complex; 0.46% of 350,000 active; HEK293 CRF-R2/CRF-BP, calcium dye fluorescence (FLIPR); percent of saturating CRF peptide response; activation, % at 13.2 µM;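 active means activation of at least 50%, plus an integration ratio under a set limit after plate pattern correction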;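 further: plate controls were neutral control wells without compound for no effect and CRF at EC100 for full effect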
CHRM5 antagonist – CHRM5 antagonism in calcium assay | CHO-hM5 cells, Fluo-8 calcium fluorescence, ACh EC80 | inhibition, % at 3 µM | 0.59% of 360,000 active | AID 624040;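 active means inhibition above a per-plate cutoff, the mean of that plate's test compounds plus 3 SD, cut at about 27% in these data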;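 further: 0% = acetylcholine EC80 with DMSO and 100% = DMSO without agonist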
* = called active by the depositor; x = no result given. Hits appear at their usual frequency. About 4.2% of those tested had a hit in this group.

structure,M4 PAM,TAAR1 antag,CRFBP-R2 block,CHO-K1 Ca PAM,M5 ag,TAAR1 agonist,CHRM5 PAM,CRFR2-BP ag,CHRM5 antagonist
O=C(C1CCC1)N1CCC(O)(c2cccc(F)c2)CC1,2,-24,-10,-2,0,1,4,-0.8,9
CC1CCCN(C(=O)CN2C(=O)c3ccccc3C2=O)C1 (stereo not given),1,8,11,14,2,2,-2,-0.2,1
Cc1cccc(C(=O)N2CCN(C(=O)c3cccc(C)c3)C(C)C2)c1 (stereo not given),-2,-3,-2,12,-3,8,4,-1.7,-2
Cc1ccc(NS(=O)(=O)c2ccc(Cl)c(C(=O)Nc3ccccc3-c3nc4ccccc4[nH]3)c2)cc1C,0,-11,-43,20,-2,2,-6,0.3,12
CCN(C(=O)COC(=O)CCC(=O)c1cccs1)C1CCCCC1,6,-17,-5,2,1,4,-6,0.2,-13
Cc1cccc(C)c1-n1cccc1/C=C1\SC(=S)N(c2cccc(C(=O)O)c2)C1=O,-3,10,30,-6,-8,0,-6,-0.5,-4
COC(=O)C1=C(C(=O)OC)[C@@H]2Nc3ccccc3[C@@]23C[C@@H](C(=O)OC)N(C(C)=O)C3=N1,12,-6,9,13,0,7,2,0.3,14
COc1ccc(NC(=O)CN2CCC(C(N)=O)(N3CCCCC3)CC2)c(OC)c1,5,-13,11,28,2,3,5,-2.3,0
Cc1ccc(N2CCN(C(=S)c3ccc(N(C)C)cc3)CC2)cc1,-3,-22,4,15,-1,-2,-8,-0.2,-1
COc1ccc(-c2csc(NC(=O)c3ccc(N4C(=O)CCC4=O)cc3)n2)cc1,-1,33,3,15,5,14,-1,0.2,3
O=C(CCCCCn1c(=S)[nH]c2ccccc2c1=O)N1CCOCC1,7,5,9,4,3,6,2,3.5,-4
COc1ccccc1/C=C/C(=O)OCC(=O)NCc1ccc2c(c1)OCO2,-5,-30,-9,1,-3,-1,1,2.8,7
COC(=O)c1ccc(COC(=O)C2CCN(S(=O)(=O)c3ccccc3C(=O)OC)CC2)cc1,-1,26,-8,4,1,6,-23,3.2,16
O=C(NCc1ccco1)/C(=C/C=C\c1ccccc1)NC(=O)c1ccc(Br)o1,-1,-10,8,14,-2,6,-2,-0.8,2
O=[N+]([O-])c1ccc(C2(O)CN(c3ccccc3)C3=[N+]2CCS3)cc1 (stereo not given),3,-30,-15,11,3,-1,-3,1.1,0
O=C(CN1C(=O)NC2(CCCCC2)C1=O)Nc1cc(C(F)(F)F)ccc1N1CCCCC1,1,-27,-23,5,0,0,-2,0.2,7
COc1ccc2c(c1)c1nnc(SCC(=O)NC3CC3)nc1n2C,9,6,-12,-3,-5,-2,-1,-1.4,-4
CCCCNC(=O)C1CCN(Cc2ccc(OCc3ccccc3)cc2)CC1,-6,2,-24,15,-5,7,-8,-1.5,11
Cc1ccc[n+](/C(C(=S)NCc2ccco2)=C(/[O-])c2ccccc2Cl)c1,0,1,8,5,-5,1,0,0.4,2
C=CCn1c(CCNC(=O)c2ccccc2F)nnc1SCC(=O)Nc1nc(C)cs1,14,-12,2,-6,-3,0,5,1.7,1
CN(C)CCNC(=O)/C(=C/c1ccc(-c2cccc(Cl)c2)o1)NC(=O)c1ccccc1,-12,-11,0,-9,0,3,-3,-0.9,6
Cc1ccnc(NS(=O)(=O)c2ccc(NC(=O)c3cc(-c4ccc(Br)cc4)nc4ccccc34)cc2)n1,1,-12,25,0,-3,4,-1,-0.2,1
COC(=O)c1c(NC(=O)COC(=O)c2ccc(NC(=O)CC#N)cc2)sc2c1CCCCC2,8,-31,-9,21,1,0,9,-1.4,-4
CCCCOC(=O)c1ccc(NC(=O)c2c(N)n(C)c(=O)[nH]c2=O)cc1,x,3,1,x,x,3,x,1.6,x
COc1ccc(NC(=O)COc2ccccc2Cc2ccccc2)cc1S(N)(=O)=O,-7,-5,-3,-2,9,5,-13,-0.3,30*
CC1CCCCN1C(=O)CSc1nc2ccsc2c(=O)n1Cc1ccccn1 (stereo not given),-2,11,-3,5,-2,13,-1,-0.3,6
COc1nc(OC)nc(N2CCC(C(=O)NCc3ccc(F)cc3)CC2)n1,5,2,5,26,1,9,1,-0.2,2
Cc1cccc(N2CCN(C(=O)c3ccc(NC4=NC5CS(=O)(=O)CC5S4)cc3)CC2C)c1 (stereo not given),-4,2,33,6,-3,1,-1,-0.8,11
COCCNCCOc1ccccc1-c1ccccc1,2,3,-3,20,-11,13,19*,-1.6,-11
O=C(NCc1ccccn1)C1CCCN(S(=O)(=O)c2cc(Cl)ccc2Cl)C1 (stereo not given),-6,x,-6,5,3,x,8,-0.3,-3
CC(C)NS(=O)(=O)c1ccc(NC(=S)NC(=O)c2cccc([N+](=O)[O-])c2)cc1,-33,3,-18,-10,-1,11,-7,-0.2,8
Cc1ccc(S(=O)(=O)N(C)c2ccc(OCC(=O)OCC(=O)N(CC#N)c3ccccc3)cc2)cc1,-9,5,13,8,-1,3,-9,3.0,13
COCCNC(=O)c1onc(CSc2ccc(F)c(F)c2)c1C(=O)NCCOC,3,13,14,18,2,3,6,-0.5,-4
CCC(CC)C1=NN2C(=N)/C(=C\c3cc(C)n(-c4cccc(C)c4)c3C)C(=O)N=C2S1,5,-4,-64,22,-4,4,-1,87*,-9
CC(=O)c1nn(-c2ccc(Cl)cc2)cc1C(=O)c1ccc(C)cc1,-2,-17,-10,10,3,0,3,0.3,5
c1ccc2c(c1)nc(CN1CCOCC1)n1c3ccccc3nc21,2,34,17,19,0,14,-10,-1.5,1
COc1ccc(/C=N/NC(=O)c2ccccc2F)cc1CN1CCN(c2ccc(F)cc2)CC1,-13,18,-8,0,-5,0,-7,-3.5,-5
COc1cc(NS(C)(=O)=O)cc(OC)c1OC,5,14,-27,26,-1,8,4,-2.1,-5
CCN(CC)S(=O)(=O)c1ccc(NC(=O)COC(=O)CNS(=O)(=O)/C=C/c2ccccc2)cc1,-1,26,-22,11,2,2,-1,5.0,7
O=C(Oc1ccccc1-c1csnn1)c1cccs1,0,18,12,9,-8,8,9,-2.5,-14

3 neighbouring entries already listed:
structure,M4 PAM,TAAR1 antag,CRFBP-R2 block,CHO-K1 Ca PAM,M5 ag,TAAR1 agonist,CHRM5 PAM,CRFR2-BP ag,CHRM5 antagonist
COCCNC(=O)c1onc(CSc2ccc(F)c(F)c2)c1C(=O)NCCOC,3,13,14,18,2,3,6,-0.5,-4
CCC(CC)C1=NN2C(=N)/C(=C\c3cc(C)n(-c4cccc(C)c4)c3C)C(=O)N=C2S1,5,-4,-64,22,-4,4,-1,87*,-9
CC(=O)c1nn(-c2ccc(Cl)cc2)cc1C(=O)c1ccc(C)cc1,-2,-17,-10,10,3,0,3,0.3,5

Further records
structure,M4 PAM,TAAR1 antag,CRFBP-R2 block,CHO-K1 Ca PAM,M5 ag,TAAR1 agonist,CHRM5 PAM,CRFR2-BP ag,CHRM5 antagonist
CC1=NN(C(N)=S)C(=O)C1N=Nc1ccc(Cl)cc1Cl (stereo not given),0,4,16,-5,5,4,-4,5.7,5
O=Cc1ccccc1OCCCOc1cccc2cccnc12,-8,6,-5,10,1,5,-6,-0.8,6
Cc1ccc(C)c(N2CCN(C(=O)CCc3nc(-c4ccccc4Br)no3)CC2)c1,-9,67*,6,-2,0,4,-11,0.8,10
O=C(O)c1ccc(CSc2nc3ccccc3c(=O)n2-c2ccccc2)cc1,-2,0,-7,26,1,5,6,-1.6,-6
Cc1cc(Cl)ccc1NC(=S)N1CCC(C(N)=O)(N2CCCCC2)CC1,1,-12,7,11,-3,3,-4,-0.9,9
C=CCn1c(SCC(=O)NC(=O)NC)nnc1C1CCCCC1,1,-25,3,1,-4,2,0,1.2,3
COc1ccc2cc(C3=CC(=O)C[C@H](c4ccc5c(c4)OCO5)C3)ccc2c1,0,-6,-7,14,-2,5,1,2.1,6
O=C(NNC(=O)C1CC1)c1ccc(-c2ccccc2)cc1,7,-11,4,4,-1,18,0,0.6,-9
Clc1ccccc1-c1nnn(Cc2ccc(-c3nn[nH]n3)cc2)n1,6,-4,1,7,0,14,4,1.2,-5
O=C(Cc1c(F)cccc1Cl)N(Cc1ccccc1)c1ccccn1,3,-33,1,15,-6,7,-2,0.0,4
CC(C(=O)c1c[nH]c(C(N)=O)c1)c1ncc(C(F)(F)F)cc1Cl (stereo not given),21,19,-6,3,-3,-1,0,0.5,6
Cc1cccc(OCC(=O)Nc2ccc3c(c2)nc(CN2CCCCC2)n3C)c1,-17,-7,2,-6,2,4,-12,15,4
Cc1ccc(/C(O)=C2\C(=O)C(=O)N(CCc3c[nH]c4ccccc34)C2c2cccnc2)cc1 (stereo not given),5,-22,-2,4,-1,8,4,1.9,8
COc1ccc(N(C(=O)c2ccn[nH]2)C(C(=O)NC(C)(C)C)c2ccc(F)cc2)cc1 (stereo not given),0,17,3,5,-10,5,-20,-1.1,10
CN(Cc1ccccc1)C(=O)COC(=O)c1ccccc1SCC(=O)N1CCCC1,-6,26,3,-5,6,7,-14,-0.6,1
